Source: PubChem
proCasp7 act = activates human procaspase-7, counter-screen for procaspase-3 activators. P55210. AID 463210. hit rate 0.093% among 330,000. recombinant procaspase-7, Ac-DEVD-pNA absorbance 405 nm; D23A/D198A/D206A triple mutant, cannot self-cleave; scale: DMSO 0, 5 µM enzyme 100. activation, % at 8.5 µM;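 active = percent activation above the screen-wide mean plus 3 SD, cut at about 25% in these data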
Target sequence (P55210 whole entry D23A/D198A/D206A): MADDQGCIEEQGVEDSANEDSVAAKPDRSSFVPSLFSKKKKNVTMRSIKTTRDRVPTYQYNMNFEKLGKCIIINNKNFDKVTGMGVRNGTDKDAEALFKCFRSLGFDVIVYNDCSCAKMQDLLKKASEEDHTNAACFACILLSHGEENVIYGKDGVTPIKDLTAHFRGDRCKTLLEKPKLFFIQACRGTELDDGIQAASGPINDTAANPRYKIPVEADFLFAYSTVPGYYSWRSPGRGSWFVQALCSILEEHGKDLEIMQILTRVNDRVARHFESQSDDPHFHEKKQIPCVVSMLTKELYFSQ
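Assay system: Uncleavable procaspase-7 mutant enzyme | Input: 2 µM procaspase-7 mutant as dispensed | Timing: 1 h compound preincubation, 2 h substrate cleavage, 25 °C | Repeats: One well per compound | Control set: DMSO wells as 0%, DMSO with 5 µM added PC-7 as 100% | Technique: Epi-absorbance of released pNA at 405 nm, two timepoints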
procasp3 activ = procaspase-3 (human) activation | P42574 | recombinant procaspase-3 D3A, Ac-DEVD-pNA absorbance 405 nm | activation, % at 8.5 µM | hit rate 0.11% among 330,000 | AID 463141;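 active = activation above the mean of all tested compounds plus 3 SD, cut at about 21% in these data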;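 also: 0% = DMSO alone and 100% = DMSO wells spiked with extra 5 µM PC-3 D3A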
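Test system: Procaspase-3 D3A mutant, all three cleavage aspartates alanine | Dosing: Single dose, 8.5 µM nominal compound, 0.8% DMSO | Schedule: 1 h preincubation, 2 h reaction | Technique: 405 nm absorbance of p-nitroaniline, reads at 0 and 120 min | Repeats: One well per compound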
PP1 inh = PP1-alpha (human) inhibition in PP5 counter-screen; P62136; purified PP1alpha, OMFP fluorescence; inhibition, % at 6.7 µM; hit rate 0.9% among 320,000; AID 2235;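 active = inhibition above the mean inhibition of all tested compounds plus 3 SD, computed separately for each screening campaign, cut at about 15% in these data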
TPT1 inh = inhibitors of Candida albicans tRNA 2'-phosphotransferase TPT1 | inhibition, % at 5 µM | recombinant caTPT1, FP RNA substrate dephosphorylation | hit rate 0.81% among 300,000;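 active = inhibition above the mean of all tested compounds plus 3 SD, set per screening campaign, cut at about 24% in these data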;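 also: plate controls were DMSO alone for no effect and ferristatin control at 100 nM for full effect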
core dimer inh = blocks dimerization of HCV core protein; TR-FRET GST/Flag-core106 dimerization, 1536-well; inhibition, % at 5 µM; hit rate 0.33% among 300,000; AID 1899;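 active = inhibition above the mean of all tested compounds plus 3 SD, set per screening campaign, cut at about 45% in these data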
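Assay system: tagged HCV core106 pair (GST and Flag); medium: KF-containing HEPES buffer, pH 7.45, DTT, CHAPS, BSA; also added: Eu donor and XL665 acceptor anti-tag antibodies; dosing: 5 µM single dose; timing: compound-protein-antibody incubation 4 h at 22.5 °C; signal: TR-FRET 671 and 617 nm emission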
CTSL1 counter = cathepsin L1 inhibition, PFM18AAP counter-screen; inhibition, % at 5.96 µM; recombinant F. hepatica cathepsin L1, Z-Leu-Arg-MCA fluorescence; hit rate 0.49% among 300,000; AID 1906;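 active = inhibition above the mean of all tested compounds plus 3 SD, set per screening campaign, cut at about 17% in these data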;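 also: 0% = plate median of test compound wells and 100% = 1 µM Z-Phe-Ala-diazomethylketone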
PP5 inh = blocks human protein phosphatase 5 activity; purified PP5c, OMFP substrate fluorescence; inhibition, % at 6.7 µM; hit rate 0.18% among 320,000; AID 1987;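 active = inhibition above the campaign's mean inhibition across all tested compounds plus 3 SD, cut at about 9.5% in these data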;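 also: 0% = DMSO only and 100% = 100 µM cantharidin control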
Target sequence (P53041 whole entry, looked up): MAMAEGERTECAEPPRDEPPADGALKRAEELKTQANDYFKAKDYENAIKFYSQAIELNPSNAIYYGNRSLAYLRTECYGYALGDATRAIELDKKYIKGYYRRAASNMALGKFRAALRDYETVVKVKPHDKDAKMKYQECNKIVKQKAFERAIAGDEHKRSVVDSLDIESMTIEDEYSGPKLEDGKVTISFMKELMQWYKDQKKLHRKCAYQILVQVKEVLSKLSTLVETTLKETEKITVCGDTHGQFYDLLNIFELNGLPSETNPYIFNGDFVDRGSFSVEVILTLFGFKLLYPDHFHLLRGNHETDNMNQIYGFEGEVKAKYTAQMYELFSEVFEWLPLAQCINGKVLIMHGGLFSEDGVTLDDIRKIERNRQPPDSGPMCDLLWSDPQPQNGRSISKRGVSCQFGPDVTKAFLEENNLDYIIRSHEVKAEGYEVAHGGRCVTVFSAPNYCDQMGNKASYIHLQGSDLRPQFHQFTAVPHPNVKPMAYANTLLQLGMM
Efflux pump mplx = antifungal efflux pump inhibition, Nile Red retention; inhibition, % at 10 µM; hit rate 0.44% among 330,000; S. cerevisiae Candida pump triplex;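 active = plate passing quality check with inhibition over a set limit, or well fluorescence over plate mean plus 4 SD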;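 also: Nile Red retained in pooled yeast measured as flow cytometry median fluorescence; 0% = buffer negative control and 100% = Enniatin B positive control; higher means more Nile Red kept so more efflux inhibition; some compounds called inactive have numbers as strong as hits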
GASC-1 inh = human JMJD2C demethylase inhibition; Q9H3R0; GST-JMJD2C(1-420) H3K9me3 demethylation, DELFIA europium; inhibition, % at 2.35 µM; hit rate 0.069% among 330,000; AID 2099;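 active = more than half of a compound's replicate wells show inhibition beyond 50%, single wells judged on their own value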;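 also: signal counts dimethyl H3K9 product captured on neutravidin plate; 0% = median of DMSO wells and 100% = 0.3 times that DMSO median; strong numbers were not always called active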
An asterisk follows results filed as active; . = not tested or not shown.

Preview:
Each structure is followed by: proCasp7 act | procasp3 activ | PP1 inh | TPT1 inh | core dimer inh | CTSL1 counter | PP5 inh | Efflux pump mplx | GASC-1 inh
#1 CC(Sc1ccccc1)C(=O)NCC(c1ccco1)N1CCCCC1 (stereo not given)
    1.7 | -1.2 | -4.9 | 1.5 | 2.6 | -0.7 | -1.2 | 0.0 | -1.9
#2 O=C(Nc1ccc2c(c1)Cc1ccccc1-2)c1ccccc1F
    -1.6 | -10.4 | 1.4 | -0.9 | 3.7 | 6.1 | 0.6 | 0.0 | 3.2
#3 CC(C)Nc1nnc(SCC(=O)NCc2ccc3c(c2)OCO3)s1
    -4.5 | -2.6 | -0.8 | 2.5 | 1.8 | -1.6 | 3.0 | 0.3 | 9.2
#4 CNC(=S)N1CCc2cc(OC)c(OC)cc2C1COc1ccc(F)cc1 (stereo not given)
    3.1 | 2.2 | 1.8 | 3.8 | 1.3 | -3.5 | 2.5 | 0.3 | -18.6
#5 COC(=O)c1sc(NC(=O)C2c3ccccc3Oc3ccccc32)c(C(=O)OC)c1C
    2.4 | 8.5 | -3.2 | -2.5 | 21.9 | -0.4 | -0.8 | -0.1 | -6.6
#6 N#CC1CC(c2ccccc2)Nc2cc(Cl)ccc2N1 (stereo not given)
    2.7 | 2.0 | 7.2 | -1.8 | -1.6 | -6.0 | 2.0 | -0.1 | -16.7
#7 COc1ccc(NC(=O)COC(=O)CCNC(=O)c2ccco2)cc1Cl
    -2.4 | -3.0 | . | . | . | . | . | -0.1 | 8.9
#8 COCCNC(=O)c1ccc(CS(=O)(=O)c2ccc(OC)cc2)o1
    4.6 | 3.1 | -3.6 | 1.2 | 1.9 | -0.3 | 0.8 | 0.0 | -15.5
#9 O=C(N/N=C/c1ccc[nH]1)c1cccc(Br)c1
    -4.4 | -4.4 | -4.6 | 1.3 | 4.6 | 2.6 | 0.1 | 0.0 | 6.5
#10 Cc1nn(C)c(C)c1CN(C)S(=O)(=O)c1ccc(F)cc1
    -3.9 | 9.6 | -3.6 | -1.3 | 2.7 | -2.1 | 1.3 | 0.0 | -1.5

The whole of this part, from the start:
Each structure is followed by: proCasp7 act | procasp3 activ | PP1 inh | TPT1 inh | core dimer inh | CTSL1 counter | PP5 inh | Efflux pump mplx | GASC-1 inh
#1 CC(Sc1ccccc1)C(=O)NCC(c1ccco1)N1CCCCC1 (stereo not given)
    1.7 | -1.2 | -4.9 | 1.5 | 2.6 | -0.7 | -1.2 | 0.0 | -1.9
#2 O=C(Nc1ccc2c(c1)Cc1ccccc1-2)c1ccccc1F
    -1.6 | -10.4 | 1.4 | -0.9 | 3.7 | 6.1 | 0.6 | 0.0 | 3.2
#3 CC(C)Nc1nnc(SCC(=O)NCc2ccc3c(c2)OCO3)s1
    -4.5 | -2.6 | -0.8 | 2.5 | 1.8 | -1.6 | 3.0 | 0.3 | 9.2
#4 CNC(=S)N1CCc2cc(OC)c(OC)cc2C1COc1ccc(F)cc1 (stereo not given)
    3.1 | 2.2 | 1.8 | 3.8 | 1.3 | -3.5 | 2.5 | 0.3 | -18.6
#5 COC(=O)c1sc(NC(=O)C2c3ccccc3Oc3ccccc32)c(C(=O)OC)c1C
    2.4 | 8.5 | -3.2 | -2.5 | 21.9 | -0.4 | -0.8 | -0.1 | -6.6
#6 N#CC1CC(c2ccccc2)Nc2cc(Cl)ccc2N1 (stereo not given)
    2.7 | 2.0 | 7.2 | -1.8 | -1.6 | -6.0 | 2.0 | -0.1 | -16.7
#7 COc1ccc(NC(=O)COC(=O)CCNC(=O)c2ccco2)cc1Cl
    -2.4 | -3.0 | . | . | . | . | . | -0.1 | 8.9
#8 COCCNC(=O)c1ccc(CS(=O)(=O)c2ccc(OC)cc2)o1
    4.6 | 3.1 | -3.6 | 1.2 | 1.9 | -0.3 | 0.8 | 0.0 | -15.5
#9 O=C(N/N=C/c1ccc[nH]1)c1cccc(Br)c1
    -4.4 | -4.4 | -4.6 | 1.3 | 4.6 | 2.6 | 0.1 | 0.0 | 6.5
#10 Cc1nn(C)c(C)c1CN(C)S(=O)(=O)c1ccc(F)cc1
    -3.9 | 9.6 | -3.6 | -1.3 | 2.7 | -2.1 | 1.3 | 0.0 | -1.5
#11 CN1CCN(C(=O)c2ccc3c(c2)NC(=O)C(N2CCOCC2)S3)CC1 (stereo not given)
    13.2 | 10.4 | 2.7 | -3.8 | -3.1 | -1.9 | 2.7 | 0.0 | 6.3
#12 CN(C)S(=O)(=O)c1ccc(C(=O)OCc2ccc(C#N)cc2)cc1
    1.2 | 2.4 | 0.3 | -0.1 | -2.7 | -0.9 | -1.2 | 0.0 | -13.1
#13 COc1ccc(N=Nc2c(C)n[nH]c2C)cc1
    1.5 | 1.6 | -0.6 | -3.0 | -8.4 | -0.5 | 4.4 | 0.0 | -20.3
#14 CN1C(=O)C(O)(C2COC(C)(C)CC2=O)c2cc(Br)ccc21 (stereo not given)
    -23.1 | -5.5 | 0.2 | 2.0 | -12.4 | 4.4 | 0.8 | 0.0 | 20.1
#15 CC(C)CN1CCC(Oc2cccc(C(=O)NCCc3ccccc3)c2)CC1
    11.2 | 7.5 | -3.6 | 0.4 | -5.8 | -2.3 | -1.2 | 0.0 | 36.8
#16 CC(C)C[C@H](NC(=O)OC(C)(C)C)c1n[nH]c(=S)n1N
    -4.9 | -0.3 | -1.0 | 3.8 | -3.3 | 13.4 | -1.2 | 0.7 | -2.8
#17 CS(=O)(=O)N(Cc1nnc(-c2cccs2)o1)c1ccc(Cl)cc1F
    0.8 | -4.1 | -1.1 | -0.8 | -2.5 | 1.4 | 2.0 | 0.0 | -1.9
#18 O=C(O)c1cc(-c2ccc(Cl)cc2)n(-c2cccc(Cl)c2)n1
    0.0 | -7.4 | 50.3* | 5.3 | -3.6 | 2.3 | 0.8 | 0.2 | -11.2
#19 CCCCOc1ccc(CSC(=N)N)cc1Cl
    9.7 | -5.2 | 0.4 | 0.1 | -4.7 | -1.3 | 1.3 | 0.0 | -8.4
#20 CCCCc1ccc(Nc2nc(N3CCOCC3)nc(N3CCOCC3)n2)cc1
    6.8 | -5.0 | 3.8 | -2.2 | -13.7 | 2.1 | 3.0 | 0.0 | 5.3
#21 CN1C(=O)C(C)(C)c2cc(S(=O)(=O)NCC(=O)NCc3ccccc3)ccc21
    0.0 | -1.2 | -1.0 | -0.8 | -12.6 | -3.5 | 1.3 | -0.1 | 10.1
#22 Cc1noc(C)c1C(=O)Nc1ccccc1N1CCOCC1
    -5.9 | 9.7 | -2.5 | . | . | . | 1.4 | 0.0 | -2.5
#23 O=C(CCNC(=O)c1ccccc1Cl)NCc1ccco1
    -10.9 | -11.4 | -2.4 | . | . | . | 3.9 | 0.0 | -15.0
#24 CC1CCN(C(=O)CCNS(=O)(=O)c2ccccc2)CC1
    0.0 | 2.3 | -0.1 | -1.7 | -5.0 | -1.8 | -0.3 | -0.1 | 8.1
#25 CCOC(=O)c1[nH]c(C(=O)O)c(CCN(CC)CC)c1C
    3.3 | 0.6 | 0.0 | -1.2 | -3.4 | -1.5 | 1.8 | 0.1 | -1.9
#26 COc1ccccc1C(=O)N/N=C(\C)CC(=O)Nc1ccccc1NC(C)=O
    2.2 | 1.3 | 1.8 | 2.6 | -3.6 | 0.5 | 0.5 | 0.1 | -3.9
#27 O=C(Cc1coc2cc(O)ccc12)NNC(=O)c1ccc(Br)s1
    0.5 | 7.1 | . | . | . | . | . | -0.1 | -5.2

Rows are unselected; 2.9% or so of the library scored in one or more.
